# Bioassay records (PubChem)
# CASP6 VEID inh = caspase-6 (human) enzyme inhibition. P55212. hit rate 0.53% among 350,000. inhibition, % at 12.5 µM. purified caspase-6, Z-VEID-R110 cleavage fluorescence. AID 686996;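 active = mean inhibition across replicates at least about 35%, with every replicate also reaching that limit, limit read from the data; inconclusive = only one of the two criteria met; inactive = neither criterion met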;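 note: 0% = median of neutral control wells and 100% = no fluorescence left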
# RAD54 branch = RAD54 (human) branch migration inhibition; AID 602329; Q92698; RAD54 Holliday junction branch migration, FAM/BHQ fluorescence; hit rate 0.14% among 360,000; inhibition, % at 10.4 µM;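 active = mean normalized replicate activity at least 40 and at least half of replicates scoring 40 or more; inconclusive = only one of the two criteria met; inactive = mean below 40 and under half of replicates reaching 40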;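 note: 0% = median of neutral control wells and 100% = median of positive control wells; inhibitors cause a drop in the FAM fluorescence signal; in these data hits start at about 50%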
# F508del corr = CFTR F508del correction in bronchial cells; CFBE cells, YFP halide quenching; stimulated with forskolin plus potentiator P3; % fluorescence drop versus neutral controls; activity (quench increase), % at 7.58 µM; hit rate 0.36% among 350,000; AID 720511;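 active = mean added fluorescence quench of at least 8% versus neutral control, with both replicates also reaching 8%; inconclusive = only one of the mean or replicate conditions met; inactive = mean below 8% and not both replicates reaching 8%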;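 note: cells transiently co-express mutant CFTR-F508del with the halide-sensitive YFP; corrector assay measuring rescue of mutant channel to the surface after 24 h compound exposure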
# DENV2 CPE = inhibitors of DENV2 cytopathic effect; AID 651640; CPE inhibition, % at 9.99 µM; DENV2-infected cells, cytopathic effect rescue, plate reader; hit rate 1.7% among 350,000; in the data active = CPE inhibition above about 20%, passing the limit was not always enough; inconclusive = no clear call, values can overlap the other calls; tested in BHK-21 cells;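 note: 0% = median of neutral control wells and 100% = median of positive control wells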
# GSIS activator = primary screen for activators of insulin secretion dependent on glucose, INS-1E cells, GLuc reporter luminescence | INS-1E GLuc reporter insulin secretion, 2-3 h | activation, % at 16.6 µM | hit rate 0.61% among 370,000 | AID 743287;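 active = lowest replicate activation of at least 40%, so every replicate reaches that level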;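 note: 0% = median of neutral control wells and 100% = median of IBMX positive control wells; some compounds called inactive have numbers as strong as hits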
# E-sel inducer = E-selectin induction on HUVECs; activation, % at 7.58 µM; hit rate 0.37% among 260,000; P16581; AID 686992; HUVEC E-selectin immunofluorescence imaging; normalized: neutral wells 0, TNF-alpha wells 100;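 active = mean E-selectin-positive cell signal at least 10% of the positive control, reached in at least 60% of replicates, without over 20% cell loss; inconclusive = no rule given, readout overlaps actives, possibly toxicity-flagged; inactive = the rest, including those meeting only one limit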;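 note: in these data hits start at about 27%; measured in HUVEC primary endothelial cells; signal is the percent of cells scored E-selectin positive by PE staining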
# Target sequence (P16581 whole entry, looked up): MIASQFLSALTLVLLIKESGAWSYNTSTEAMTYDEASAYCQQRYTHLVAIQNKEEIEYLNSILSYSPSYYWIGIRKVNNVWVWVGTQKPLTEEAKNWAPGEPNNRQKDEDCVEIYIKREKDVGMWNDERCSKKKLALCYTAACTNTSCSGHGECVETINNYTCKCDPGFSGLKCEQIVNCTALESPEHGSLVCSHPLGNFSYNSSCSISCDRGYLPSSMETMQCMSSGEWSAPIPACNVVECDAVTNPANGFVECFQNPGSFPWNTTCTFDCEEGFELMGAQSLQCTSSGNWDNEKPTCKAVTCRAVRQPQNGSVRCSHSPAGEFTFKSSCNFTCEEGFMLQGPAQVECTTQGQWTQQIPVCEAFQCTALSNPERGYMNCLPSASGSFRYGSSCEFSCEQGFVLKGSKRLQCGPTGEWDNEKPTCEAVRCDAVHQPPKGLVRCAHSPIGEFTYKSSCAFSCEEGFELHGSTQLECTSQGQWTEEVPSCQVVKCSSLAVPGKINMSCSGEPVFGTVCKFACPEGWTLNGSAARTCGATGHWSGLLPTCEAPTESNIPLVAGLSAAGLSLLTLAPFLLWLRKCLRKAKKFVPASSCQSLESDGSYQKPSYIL
#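 Read-out: % PE-positive cells | Test system: HUVEC | Doses: One compound dose added by pin transfer | Buffer or medium: EGM-2 over gelatin coat | Signal: Immunofluorescence imaging | Benchmarks: TNF-alpha, DMSO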
# XiGFP reactiv = X-chromosome reactivation activator. XiGFP mouse fibroblasts, % GFP-positive cells imaging, 3 d; cells co-treated with 5-aza-dC sensitizer; scaled so ellipticine positive control = 100%. activation, % at 7.58 µM. hit rate 0.055% among 360,000. AID 743238;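 active = mean normalized replicate activation at least 10% and every replicate at or above 10%; inconclusive = only one of the two criteria met; inactive = mean below 10% and not all replicates reach 10%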;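 note: 0% = median of on-plate neutral control wells and 100% = ellipticine 6 µM median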
#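 System: SV40-immortalized XiGFP fibroblast cells, line 68-5-11 / Incubation: 3-day compound exposure, then 15 min fixation at room temperature / Compound: single concentration per compound, delivered by pin transfer / Buffer or medium: DMEM plus 5-aza-dC sensitizer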
# RAD52 inh = inhibitors of human RAD52 DNA annealing. recombinant RAD52 DNA annealing, FRET fluorescence. inhibition, % at 18.7 µM. hit rate 0.46% among 360,000;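 active = every replicate showing at least 50% inhibition; inconclusive = mean inhibition at least 50% but not in every replicate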
# Target sequence (P43351 whole entry, looked up): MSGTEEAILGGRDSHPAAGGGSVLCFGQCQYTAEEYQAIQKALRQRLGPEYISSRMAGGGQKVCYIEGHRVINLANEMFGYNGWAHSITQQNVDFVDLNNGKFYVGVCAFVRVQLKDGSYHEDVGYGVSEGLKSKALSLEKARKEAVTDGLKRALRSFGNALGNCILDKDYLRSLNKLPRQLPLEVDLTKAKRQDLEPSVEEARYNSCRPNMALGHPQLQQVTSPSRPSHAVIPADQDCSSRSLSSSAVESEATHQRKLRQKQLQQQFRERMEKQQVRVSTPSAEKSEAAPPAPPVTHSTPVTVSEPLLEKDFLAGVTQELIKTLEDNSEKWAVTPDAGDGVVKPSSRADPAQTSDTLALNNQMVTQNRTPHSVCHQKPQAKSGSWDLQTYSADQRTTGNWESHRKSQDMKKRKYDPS
# * hit, by the source's call; ? = inconclusive; / = no result given; & = joins results of further samples. No enrichment for hits; 3.7% or so of the library scored in one or more.
SMILES,CASP6 VEID inh,RAD54 branch,F508del corr,DENV2 CPE,GSIS activator,E-sel inducer,XiGFP reactiv,RAD52 inh
Cc1ccccc1S(=O)(=O)NC(=O)C1(C)CCN1C(=O)CC1CCCCC1 (configuration not stated),1,-10,3.3,-2,-1,4.3,0.1,6
Cc1noc(C)c1S(=O)(=O)Nc1ccc2c(c1)C(=O)N([C@@H](C)CO)C[C@H](C)[C@H](CN(C)C(=O)NC1CCCCC1)OCCCC[C@H](C)O2,-2,5,-2.0,-1,-17,-0.1,0.3,-29
C[C@@H]1CN([C@@H](C)CO)C(=O)c2cc(C#Cc3ccncc3)cnc2O[C@H]1CN(C)CC1CCCC1,2,1,0.4,-10,2,0.2,-0.1,-28
CCOC(=O)N1CCC(NC(=O)C2CCCN(Cc3nc(-c4ccc(CC)cc4)oc3C)C2)CC1 (configuration not stated),-3,/,-0.4,1,-7,/,0.2,3
O=c1oc(CCCO)cc2ccc(C#Cc3ccsc3)cc12,-6,0,0.8,/,8,1.0,0.1,-26
COc1ccc(C(C)=O)c(Oc2cc(NN3CCCCC3)c([N+](=O)[O-])cc2[N+](=O)[O-])c1,-2,4,-0.6,?,-2,0.1,0.0,-13
O=C1CC(N2CCN(c3ccc(F)cc3)CC2)C(=O)N1c1ccc(F)cc1 (configuration not stated),-1,4,-4.7,-2,-3,/,0.0,-17
O=C(NC1CCCCC1)C1c2ccccc2OCC(=O)N1Cc1ccccn1 (configuration not stated),3,/,0.6,-4,-5,/,0.0,-29
COc1ccc(Cc2noc(-c3ccc([N+](=O)[O-])cc3)n2)cc1OC,7,/,-2.8,10,39,/,-0.2,-12
Cc1nn(CCCC(=O)Nc2cnn(Cc3ccc(F)cc3)c2)c(C)c1[N+](=O)[O-],-1,-2,-2.1,6,-9,6.4,0.0,-6
CCOc1ccc(NC(=O)C2CCCN2S(=O)(=O)c2ccc3c(c2)C(C)(C)C(=O)N3C)cc1 (configuration not stated),-3,7,-3.0,3,3,0.2,0.2,-32
C[C@H]1CN([C@@H](C)CO)C(=O)c2cc(NC(=O)Nc3cccc4ccccc34)ccc2O[C@H]1CN(C)S(=O)(=O)c1cn(C)cn1,0,1,-1.6,-8,13,0.4,-0.1,7
Cc1nc(N)sc1C(=O)N/N=C/c1ccccc1[N+](=O)[O-],2,6,-0.7,-2,-6,/,0.1,-3
C[C@H](CO)N1C[C@H](C)[C@@H](CN(C)C(=O)Nc2ccc3c(c2)OCO3)Oc2ccc(NC(=O)Nc3ccc4c(c3)OCO4)cc2C1=O,2&3,1,-0.2&-1.1,14&0,1&1,0.1&-1.0,0.1&0.0,17&-7
Cc1ccc(S(=O)(=O)/N=C(/Nc2c(C)cccc2C)c2ccccc2)cc1,-5,8,1.9,4,-16,?,0.0,-4
COc1ccc(S(=O)(=O)NNC(=O)C23CC4CC(CC(C4)C2)C3)cc1[N+](=O)[O-],1,/,0.2,3,-4,1.0,0.0,-4
Cc1nc(N2CCN(Cc3ccc4c(c3)OCO4)CC2)c2cc(-c3ccccc3)sc2n1,0,/,-1.0,3,-3,-0.1,0.0,-8
CCC(=O)N1CCCCN2[C@H](C1)[C@@H](c1ccc(C#Cc3ccccc3)cc1)[C@@H]2CO,-1,-4,0.4,10,-20,-0.6,0.1,-13
CN(CC(=O)Nc1ccc(F)cc1)C(=O)C1CC(=O)N(Cc2ccccc2)C1 (configuration not stated),-146,-3,-0.3,6,0,/,0.0,14
Cc1cccn2c(=O)c(C=O)c(N3CCCCC3)nc12,0,-4,0.7,-8,-8,/,0.0,-12
CCN1C(=O)C(CC(=O)Nc2ccc(C)cc2C)Nc2cc(S(=O)(=O)N(C)C)ccc21 (configuration not stated),0,/,-1.2,-1,-4,/,-0.8,-14
Cc1ccc(CN=Cc2[nH]c3ccc(Br)c(Cl)c3c2O)cc1,4,/,-3.6,0,-7,/,/,-23
C[C@H](O)C#Cc1ccc2c(c1)O[C@H](CN(C)C(=O)Cc1ccccn1)[C@H](C)CN([C@H](C)CO)S2(=O)=O,1,4,1.2,7,14,0.5,0.5,9
CC(C)CNS(=O)(=O)c1cc(C(=O)OCC(=O)N2CCOCC2)c(Cl)cc1Cl,0,-1,0.5,-4,-3,/,0.0,-3
CCCNC(=O)C[C@@H]1CC[C@H]2[C@@H](COC[C@@H](O)CN2C(=O)c2cc(Cl)cc(Cl)c2)O1,2,0,1.4,4,-2,0.1,0.1,6
O=S(=O)(NCCc1ccccn1)c1cccs1,0,-16,/,/,5,/,/,6
CC(NC(=O)COC(=O)c1ccc([N+](=O)[O-])s1)c1ccccc1 (configuration not stated),/,1,/,/,4,-0.3,0.0,/
CCCCOC(=O)C(C)Sc1n[nH]c(=O)[nH]c1=O (configuration not stated),1,/,-0.5,/,-12,/,0.0,-1
COc1cccc(C2N(c3ccccc3)CCN2c2ccccc2)c1OC,2,/,-0.3,4,12,-0.1,0.1,1
CC(=O)OCC=C1CCC2C3CC(C)C4=CC(=O)CCC4(C)C3C(O)CC12C (configuration not stated),0,5,2.3,-5,/,-0.1,0.1,2

# Laid out differently: entries from further up.
mol | CASP6 VEID inh | RAD54 branch | F508del corr | DENV2 CPE | GSIS activator | E-sel inducer | XiGFP reactiv | RAD52 inh
CCCCOC(=O)C(C)Sc1n[nH]c(=O)[nH]c1=O (configuration not stated) | 1 | / | -0.5 | / | -12 | / | 0.0 | -1
Cc1ccc(CN=Cc2[nH]c3ccc(Br)c(Cl)c3c2O)cc1 | 4 | / | -3.6 | 0 | -7 | / | / | -23

# The listing continues.
SMILES,CASP6 VEID inh,RAD54 branch,F508del corr,DENV2 CPE,GSIS activator,E-sel inducer,XiGFP reactiv,RAD52 inh
Cc1ccc(S(=O)(=O)N2CCC(C)CC2)cc1[N+](=O)[O-],-4,/,-1.7,-1,-9,0.0,0.0,-14
CN(Cc1ccccc1)C(=O)[C@@H]1CCCN1C(=O)[C@@H]1CCCN1C(=O)c1cccs1,0,/,-2.2,0,-3,-0.1,0.4,0
CN(C)CCCNC(=O)[C@@H]1[C@@H](CO)[C@@H]2Cn3c(cccc3=O)[C@H]1N2C(=O)Nc1cc(F)ccc1F,/,-5,/,2,8,-0.2,0.2,-13
CCC(=O)Nc1ccc2c(c1)OC[C@@H](C)N(C(=O)CN(C)C)C[C@@H](C)[C@H](OC)CN(C)C2=O,0,-10,0.6,-12,-2,-0.3,0.1,5
CCNC(=S)Nc1ccc2c(c1)c(=O)n(C)n2CC=C(C)C,-1,-1,2.7,12,-36,0.0,0.0,-6
C[C@H]1CN([C@@H](C)CO)C(=O)Cc2cc(NC(=O)Nc3ccc(C(F)(F)F)cc3)ccc2O[C@H]1CN(C)Cc1ccc(C(=O)O)cc1,3,2,-2.8,16,-8,/,0.3,-2
CSCCC(NC(=O)c1ccccc1)C(=O)NCCc1ccccc1 (configuration not stated),0,-2,-1.0,1,6,/,0.1,-8
CN(C)CC(=O)N[C@@H]1CC[C@H](CC(=O)NCc2ccccc2F)O[C@H]1CO,-1,8,-3.8,-4,8,-0.2,0.3,-2
O=C(NC1CCCCC1)c1ccc2c(c1)OCCO2,-1,0,1.3,-1,18,0.2,-0.1,-2
CCc1noc(C)c1C(=O)N1CCCSC1=Nc1ccccc1OC,-4,5,-0.8,-9,-17,0.1,0.0,2
Cc1ncc(CO)c(CO)c1O,5,-26,0.6,-3,0,17,0.0,-7
N#C[C@@H]1[C@H](c2ccccc2C2=CCCC2)[C@@H](CO)N1C(=O)CN1CCOCC1,3,/,-0.8,2,5,0.2,0.2,3
COc1ccc(Cl)cc1NC(=O)CCCNC(=O)c1ccc(Cl)cc1,0,5,1.2,-5,-18,0.2,0.0,-4
CC1CCN(CCCCOc2ccc(C(C)(C)C)cc2)CC1,/,-7,7.5,0,-36,0.0,-0.1,26
O=C(CN1CCN(S(=O)(=O)c2ccc(Cl)c(Cl)c2)CC1)N1CCCC1,0,-1,11*,-3,-3,-0.4,0.3,-14
Cc1ccc(S(=O)(=O)CCC(=O)NCCc2ccccc2)cc1,1,-9,2.9,-1,-7,/,0.0,0
CCOc1cc(N2CCOCC2)c(OCC)cc1NC(=O)COC(=O)c1ccccc1C,-1,/,-0.5,0,13,0.1,0.0,-6
CC(C)(C)n1c(O)c2n(c1=O)Cc1ccccc1N=C2c1ccccc1,3,-4,-3.8,17,/,0.2,0.2,2
NS(=O)(=O)c1ccc(NN=C2CCCCC2)c([N+](=O)[O-])c1,-6,0,6.3,-2,-4,-1.4,-0.1,-2
O=C(CSc1ncnc2c1oc1ccccc12)NCc1ccc(F)cc1,-2,-2,-4.2,7,/,0.4,0.3,-4
Cc1ccc(CNC(=O)COC(=O)c2cnccn2)cc1,1,/,0.4,-4,4,/,/,-21
COc1cccc(-c2nn(C)c3sc(C(=O)NCCCN(C)Cc4ccccc4)cc23)c1,-1,21,-3.6,-1,/,0.5,0.3,12
CCC1=Nc2cc(C(=O)NCc3cccnc3)ccc2Sc2ccc(C)cc21,3,/,12*,-8,7,1.8,0.8,-13
Cc1ccc(C(=O)NC(=S)NNC(=O)CCN2CCOCC2)cc1,3,/,1.7,1,9,/,0.2,-5
COCC(=O)N1[C@@H](C#N)[C@H](c2ccc(-c3cccc(F)c3)cc2)[C@@H]1CO,2,-18,0.6,?,2,-0.7,0.1,-20
C[C@@H]1CN([C@H](C)CO)C(=O)c2cccc(NC(=O)c3cnccn3)c2O[C@@H]1CN(C)CC1CCCCC1,-2,4,0.0,-6,11,-0.4,0.0,-2
COc1ccc(C#Cc2ccc([C@H]3[C@H](CO)N4C(=O)CN(C(=O)Nc5ccccc5F)C[C@@H]34)cc2)cc1,2,/,2.4,5,13,-0.3,0.0,-27
CCCNC(=O)C[C@@H]1CC[C@H]2[C@H](COc3ccc(NC(=O)c4cscn4)cc3C(=O)N2C)O1,/,/,0.0,/,4,-0.1,0.2,/
O=C(C[C@@H]1C=C[C@H](NS(=O)(=O)c2ccccc2)[C@@H](CO)O1)N1CCC(Cc2ccccc2)CC1,-1,/,5.0,?,-21,-0.7,0.1,2
CC1CCc2c(sc(NC(=O)COC(=O)c3ccc(O)cc3)c2C#N)C1 (configuration not stated),1,-1,-1.2,/,-8,-3.2,-0.1,-11
COC(=O)COc1ccc(S(=O)(=O)NCc2ccccn2)cc1,3,0,-1.8,-7,4,0.1,0.0,2
Cc1ccc(-c2csc3nc(-c4ccncc4)[nH]c(=O)c23)cc1,-1,-5,-1.0,10,17,-0.9,0.0,-105
CO[C@@H]1CN(C)C(=O)c2cc(NC(C)=O)ccc2OC[C@H](C)N(C(=O)CC2CC2)C[C@@H]1C,-1,9,-3.3,-5,-8,-0.1,0.4,1
NS(=O)(=O)c1ccc(NC(=O)Cc2cccs2)cc1,22,-5,2.9,4,0,0.6,0.0,8
CCCCNc1nc(NCc2ccccc2)nc2ccccc12,44*,/,2.9,-15,-3,-0.7,0.1,14
CCCCN(C(=O)CCC(=O)Nc1cc(C)on1)C(C(=O)NC1CCCC1)c1ccc(OC)cc1 (configuration not stated),3,-6,0.2,1,-39,/,-0.1,2
COC(=O)c1ccc(COC(=O)Cc2n[nH]c(=O)c3ccccc23)cc1,0,/,-0.3,?,8,-1.5,0.2,-24
